Compound activity deposited in PubChem by National Center for Advancing Translational Sciences (NCATS).
Pol iota inh = qHTS for Inhibitors of Polymerase Iota | DNA polymerase iota (Homo sapiens), Q9UNA4 | Pol iota fluorescent replication assay, 10 min | Potency, µM (doses to about 115 µM), for the others: top-dose activity, negative = inhibition, usual class: inhibitors | 1% of 390,000 active; also: potency is read from the fitted curve at half-maximal effect
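Pol iota at 10 nM preincubated 15 min with compounds at room temperature; reaction started with fluorescent substrate, 50 nM final. Fluorescence read kinetically at 0 and 10 min; buffer-only wells as negative control.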
Tb PGK inh = qHTS Assay to Find Inhibitors of Phosphoglycerate Kinase; Phosphoglycerate kinase, glycosomal (Trypanosoma brucei brucei), P07378; PGK/GAPDH coupled, Kinase-Glo luminescence, 60 min; Potency, µM (doses to about 57.5 µM), for the others: top-dose activity change, negative = inhibition, actives largely listed as inhibitors; 0.043% of 380,000 active; AID 602233, 2012; also: potency is read from the fitted curve at half-maximal effect; % is scaled to controls: 0 for no effect and ±100 for the full control effect; nearly all actives have a fitted effect of over 60% in size
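Recombinant glycosomal PGK reaction used 1,3-bisphosphoglycerate generated in-well by GAPDH (100nM final) in 100mM TEA pH 7.6, 5mM MgCl2, 0.01% Tween-20. After 60 minutes at room temperature, ATP was read by Kinase-Glo Plus luminescence end-point.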
Apoferritin bind = qHTS Assay for Identification of Novel General Anesthetics | Ferritin light chain (Equus caballus), P02791 | apoferritin/1-aminoanthracene competitive binding, fluorescence | Potency, µM (titrated, usually from 77.5 µM), for inactives: top-dose activity change, negative = displacement, hits mostly inhibitors | 0.074% of 350,000 active | AID 485281, 2010; also: potency is read from the fitted curve at half-maximal effect; % is scaled to controls: 0 for no effect and ±100 for the full control effect; nearly all actives have a fitted effect of over 20% in size
Target sequence (P02791 2-175 limits assumed): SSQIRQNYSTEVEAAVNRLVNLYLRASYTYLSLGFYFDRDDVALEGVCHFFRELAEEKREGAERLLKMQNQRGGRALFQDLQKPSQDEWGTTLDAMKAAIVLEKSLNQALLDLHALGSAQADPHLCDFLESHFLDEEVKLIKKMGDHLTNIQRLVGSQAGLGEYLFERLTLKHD
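Probe: 1-aminoanthracene (50% saturated, PBS). Protein: horse-spleen apoferritin, 10 uM. Incubation: 10 min, room temperature. Detection: 380 nm excitation, 535 nm emission. Analysis: normalized response, four-parameter Hill.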
POLH inh = qHTS for Inhibitors of Polymerase Eta; recombinant Pol eta, fluorescent DNA replication assay; Potency, µM (titrated, usually from 114 µM), for the others: top-dose activity change, negative = inhibition, most hits filed as inhibitors; 1.2% of 390,000 active; AID 588591, 2011; also: potency is read from the fitted curve at half-maximal effect; % is scaled to controls: 0 for no effect and ±100 for the full control effect
Target sequence (Q9Y253 whole entry, looked up): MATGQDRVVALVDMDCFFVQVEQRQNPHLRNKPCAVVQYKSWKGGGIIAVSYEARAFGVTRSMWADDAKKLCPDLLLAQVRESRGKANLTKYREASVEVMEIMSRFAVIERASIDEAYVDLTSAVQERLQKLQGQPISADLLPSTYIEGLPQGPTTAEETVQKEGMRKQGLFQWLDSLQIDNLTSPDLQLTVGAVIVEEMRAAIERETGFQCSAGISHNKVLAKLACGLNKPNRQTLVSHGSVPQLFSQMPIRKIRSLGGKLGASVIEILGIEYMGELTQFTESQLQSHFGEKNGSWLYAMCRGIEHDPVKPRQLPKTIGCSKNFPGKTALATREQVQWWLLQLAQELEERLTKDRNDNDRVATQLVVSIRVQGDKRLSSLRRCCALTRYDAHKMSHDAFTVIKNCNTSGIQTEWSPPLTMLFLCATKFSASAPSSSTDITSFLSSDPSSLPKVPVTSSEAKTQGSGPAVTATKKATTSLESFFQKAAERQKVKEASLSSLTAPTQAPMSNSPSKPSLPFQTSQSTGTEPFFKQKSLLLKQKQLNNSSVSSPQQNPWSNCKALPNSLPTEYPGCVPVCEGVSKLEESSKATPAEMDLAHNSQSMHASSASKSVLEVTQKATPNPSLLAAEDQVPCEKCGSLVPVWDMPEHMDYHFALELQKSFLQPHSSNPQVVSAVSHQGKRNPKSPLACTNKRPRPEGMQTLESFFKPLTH
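Pol eta (10 nM) was preincubated with compounds for 15 min at room temperature, after which fluorescent replication substrate (50 nM final) was added to start the reaction. Fluorescence was read kinetically at 0 and 10 min.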
POLK inh = qHTS for Inhibitors of Polymerase Kappa; DNA polymerase kappa (Homo sapiens), Q9UBT6; purified Pol kappa, fluorescent DNA synthesis assay, 10 min; Potency, µM (top dose mostly 107 µM), for the others: at the top dose activity, negative = inhibition, usual class: inhibitors; 0.53% of 400,000 active; AID 588579, 2011; also: potency is read from the fitted curve at half-maximal effect; % is scaled to controls: 0 for no effect and ±100 for the full control effect
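Fluorescent qHTS in 1536-well format: enzyme (10 nM) and compound sat 15 min at room temperature before 50 nM substrate (final) was added. Signal taken at 0 and 10 min; no-enzyme buffer wells were negative controls.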
APE1 inh = qHTS Assay for Inhibitors of the Human Apurinic/apyrimidinic Endonuclease 1 (APE1); 0.35% of 350,000 active; recombinant APE1, TAMRA/BHQ-2 abasic DNA cleavage fluorescence; Potency, µM (top dose mostly 65.8 µM), for the others: top-dose activity change, negative = inhibition, most hits filed as inhibitors; DNA repair nuclease/redox regulator APEX1 (Homo sapiens), P27695;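 also: potency is read from the fitted curve at half-maximal effect; plate controls were vehicle for no effect and reference inhibitor for full effect; nearly all actives have a fitted effect of over 55% in size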
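Readout is kinetic fluorescence (ex 525, em 598 nm) from cleavage of 50 nM TAMRA/BHQ-2 THF abasic duplex by 0.75 nM APE1, compound added 15 min beforehand at RT.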
BLM inh = qHTS Assay for Inhibitors of Bloom's syndrome helicase (BLM); AID 2528, 2010; 0.2% of 350,000 active; Potency, µM (series often up to 56.1 µM), without a hit: at the top dose activity change, negative = inhibition, most hits filed as inhibitors; RecQ-like DNA helicase BLM (Homo sapiens), P54132; recombinant BLM DNA unwinding, fluorescence dequenching;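 also: potency is read from the fitted curve at half-maximal effect; plate controls were vehicle for no effect and no enzyme for full effect; nearly all actives have a fitted effect of over 35% in size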
Pol beta inh = qHTS Assay for Inhibitors of DNA Polymerase Beta; Pol beta primer extension/strand displacement, fluorescence kinetic; Potency, µM (highest dose often 114 µM), without a hit: at the top dose activity change, negative = inhibition, most hits filed as inhibitors; AID 485314, 2010; 1.3% of 340,000 active; also: potency is read from the fitted curve at half-maximal effect; % is scaled to controls: 0 for no effect and ±100 for the full control effect
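Curves were derived by four-parameter Hill fits of normalized qHTS data. The kinetic fluorescent primer-extension read was taken at 0 and 10 min after 50 nM substrate, following a 15 min room-temperature preincubation of 10 nM enzyme with compounds.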
RXFP1 antag = qHTS Assay for Antagonists of the Relaxin Receptor RXFP1. HEK293-RXFP1, relaxin-stimulated cAMP HTRF, 30 min; stronger effect = lower value. activity change, negative = inhibition, % at 57.5 µM. 0.59% of 350,000 active;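 active = activity change of -60% or lower, but not beyond a set lower limit; inconclusive = change between -60% and -40%, or beyond the set limit; inactive = change above -40%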; also: % is scaled to controls: 0 for no effect and ±100 for the full control effect
* = called active by the depositor; i = inactive; ? = inconclusive; / = no result given; & = joins results of further samples; [ ] = another dose, or the depositor's remark. Unless noted, calls follow the shape of the dose curve; as a rule, active = well fitted curve in the direction sought with a large enough effect; inconclusive = small, poorly fitted or top-dose-only effect, or another doubt; inactive = no such curve, though single readings can be large; an effect the other way counts as inactive or inconclusive. The list is partial. The share of hits here may be higher or lower than overall.

Structure	Pol iota inh	Tb PGK inh	Apoferritin bind	POLH inh	POLK inh	APE1 inh	BLM inh	Pol beta inh	RXFP1 antag
COc1ccc(-c2coc3c(C)c4oc(=O)c(CCC(=O)O)c(C)c4cc23)cc1	?	-8%	-5%	50µM*	-41%	-22%	-14%	?	6
COC(=O)c1ccc(-c2c(-c3ccccc3)ncc3cc(F)ccc23)cc1	?	2%	/	-4%	1%	-3%	/	/	/
Cc1ccc(-c2onc(C)c2C)cc1S(=O)(=O)N1CC(C)Oc2ccccc21 (stereo not drawn)	-12%	-6%	-2%	-7%	-10%	-18%	-11%	24%	-17
Cc1ccc(NC(=O)O/N=C/c2ccc(N(C)C)cc2)cc1	108%[activator]	4%	7%	-1%	1%	12%	-10%	1%	-13
O=C(CCSc1nnc(-c2ccncc2)o1)Nc1ccccc1	14%	-1%	0%	7%	-11%	-4%	-2%	2%	-5
COc1ccc(C2C(C(C)=O)=C(C)Nc3ncnn32)cc1 (stereo not drawn)	-12%	-5%	-1%	-10%	4%	19%	-8%	51%	-6
CCC(C)(C)NC(=O)C(c1cccc(OC)c1OC)N(CCC(C)C)C(=O)CCC(=O)Nc1cc(C)on1 (stereo not drawn)	-6%	-2%	?	-11%	-5%[60.1 µM]	?	2%	4%	-11
C1CCN(CC2CCCCN2)CC1 (stereo not drawn)	10%	-11%	/	-20%	0%	/	/	/	-3
CC(C)Cc1nnc(NC(=O)CCC(=O)N2CCN(Cc3ccccc3)CC2)s1	34%[activator]	-9%	-4%	-17%	-13%	15%	1%	4%	7
O=C(NCO)c1cccnc1	8%	-3%	6%	-23%	1%	1%	-11%	/	/
CCOC(=O)c1cccc(-n2nnc3c(sc4nc(C)c(Br)c(C)c43)c2=O)c1	6%	-8%	-6%	12%	12%	/	1%	52%	-3
COc1ccc(NC(=O)c2cc(S(=O)(=O)N3CCCC3)ccc2OC)cc1	14%&-14%	-3%	-4%&-18%	-15%&5%	-2%	-21%	0%&-5%	2%&46%	12&-7
CCOc1ccc(Br)cc1S(=O)(=O)N1CCC(C(N)=O)CC1	131%[activator]	1%	-8%	5%	-7%	-2%	-10%	-2%	0
COc1cc2ccccc2cc1C(=O)N(CCN(C)C)c1nc2c(F)cc(F)cc2s1	0%	-2%	1%	-12%	-6%	7%	0%	-6%	?
COc1ccc(C(NC(=O)c2ccc(=O)[nH]c2)C(=O)Nc2ccc(C(C)C)cc2)cc1 (stereo not drawn)	33%[activator]	-8%	-24%	-11%	-6%	40%[activator]	-5%	13%	4
Cc1ccc(NCc2cccn2-c2nnc(N3CCCCCC3)s2)cc1	0%	-4%	1%	?	-11%	/	-4%	-10%	/
Cc1ccc2nc(SCC(=O)N3CCOCC3)[nH]c2c1	13%	-3%	3%	-7%	1%	3%	0%	-7%	-1
CCCCCC(=O)Nc1cccc(C2=NOC3(C2)C[C@H](C(N)=O)N(C(=O)CC)C3)c1 (stereo partly drawn)	1%	-16%	-8%	-8%	-10%	-4%	-1%	-2%	/
COCCCNC(=O)C(=O)NCC(c1ccc2c(c1)OCO2)N1CCOCC1 (stereo not drawn)	2%	5%	2%	-27%	-2%[60.1 µM]	/	0%	8%	4
NC(=O)C1CCN(C2=C(Cl)C(=O)c3ccccc3C2=O)CC1	2.8µM*	-7%	-22%	6.3µM*	-9%	1%	-10%	?	11
COc1ccc(-c2cc(=O)oc3cc(OC(=O)C4CCCCC4)ccc23)cc1	-2%	-7%	-9%	-25%	-20%	-2%	-13%	-25%	5
CC(NC(=O)c1ccc(CS(C)(=O)=O)cc1)c1cccc2ccccc12 (stereo not drawn)	97%[activator]	4%	-2%	-19%	8%	1%	-4%	36%	3
O=C(NNc1nc2ccccc2s1)Nc1ccc(F)cc1	24%	2%	-4%	-1%	-17%	-7%	-6%	0%	-7
COc1ccc(-c2nsc(SCC(=O)Nc3cc(C)on3)n2)cc1	-6%	-9%	1%	-13%	6%	0%	-2%	-26%	-6
CCOc1ccccc1-c1noc(CCC(=O)NC2CCCCC2)n1	-24%	0%	-13%	-13%	-7%	-10%	-3%	5%	2

Laid out differently: 3 of the compounds above
> COc1cc2ccccc2cc1C(=O)N(CCN(C)C)c1nc2c(F)cc(F)cc2s1
- Pol iota inh: 0%
- Tb PGK inh: -2%
- Apoferritin bind: 1%
- POLH inh: -12%
- POLK inh: -6%
- APE1 inh: 7%
- BLM inh: 0%
- Pol beta inh: -6%
- RXFP1 antag: ?

> COc1ccc(C(NC(=O)c2ccc(=O)[nH]c2)C(=O)Nc2ccc(C(C)C)cc2)cc1 (stereo not drawn)
- Pol iota inh: 33%[activator]
- Tb PGK inh: -8%
- Apoferritin bind: -24%
- POLH inh: -11%
- POLK inh: -6%
- APE1 inh: 40%[activator]
- BLM inh: -5%
- Pol beta inh: 13%
- RXFP1 antag: 4

> Cc1ccc(NCc2cccn2-c2nnc(N3CCCCCC3)s2)cc1
- Pol iota inh: 0%
- Tb PGK inh: -4%
- Apoferritin bind: 1%
- POLH inh: ?
- POLK inh: -11%
- APE1 inh: /
- BLM inh: -4%
- Pol beta inh: -10%
- RXFP1 antag: /

New compounds follow.
Structure	Pol iota inh	Tb PGK inh	Apoferritin bind	POLH inh	POLK inh	APE1 inh	BLM inh	Pol beta inh	RXFP1 antag
C[C@H](CO)NC(=O)[C@H](C)[C@@H]1C[C@@]1(C)[C@@H](NC(=O)OCc1ccccc1)c1ccccc1	-3%	-9%	-2%&-12%	0%	-3%	2%&-3%	-1%&0%	5%	/
COc1ccc2ccccc2c1CN1CCCC(CO)C1 (stereo not drawn)	24%	0%	0%	-12%	4%	16%	4%	5%	-5
COc1ccc(S(=O)(=O)N2CCN(C)CC2)c(C)c1	17%	-6%	-11%	-17%	-9%	10%	-7%	-13%	2
COc1ccc(-c2cn(CCc3c[nH]c4ccccc34)nn2)cc1	16%&36%	0%	8%	-11%	6%&5%	7%	-7%	0%	/
Cc1ccc(C)c(NS(=O)(=O)c2cc3c(cc2C)n(C)c(=O)c(=O)n3C)c1	5%	-8%	-15%	-15%	1%	/	2%	2%	7
CCc1cc(/C(Cc2cscn2)=N\O)c(O)cc1O	25%	-7%	-11%	-10%	2%	0%	-2%	-8%	5
Nc1c(C(=O)Nc2ccc3c(c2)OCCO3)nnn1Cc1ccccc1	12%	-8%	/	-22%	-12%	3%	/	/	-18
Cc1cc(C)c(Cn2c3ccccc3c3cnn(CC(=O)NC4CCCCCC4)c(=O)c32)c(C)c1	4%	-2%	-3%	-9%	2%	/	0%	0%	7
COCCNC(=O)c1cccc(Nc2nc(-c3ccccc3)c3cc(Cl)ccc3n2)c1	-6%	4%	-1%	-13%	-1%[60.1 µM]	?	-10%	-27%	-14
CCN(CC)S(=O)(=O)c1ccc(N/N=C(\C)c2ccc3c(c2)OCO3)c([N+](=O)[O-])c1	/	-8%	-5%	-6%	-1%	1%	-1%	54%	2
COC(=O)c1cc(NC(=O)CCc2c(C)nc3cc(-c4ccccc4)nn3c2C)cc(C(=O)OC)c1	11%	-2%	-2%	-4%	1%	/	-2%	25%	/
Nc1nc(CN2CCN(C(c3ccccc3)c3ccccc3)CC2)nc(Nc2ccccc2)n1	-9%[58.9 µM]	1%	-20%	?	-16%	2%	-9%	-17%	-33
CN(CC(=O)NCc1ccncc1)S(=O)(=O)c1ccccc1	21%	-2%	-8%	-5%	-6%	-1%	-2%	17%	-5
Fc1c(F)c(C(F)(F)F)c(F)c(F)c1N/N=C\c1cccs1	2%	-2%	?	-21%	-13%	-1%	-11%	-20%	-24
COc1ccccc1N1CC(C(=O)Nc2nnc(SCc3ccccn3)s2)CC1=O (stereo not drawn)	-4%	i	-12%	?	-3%	6%	-12%	26%	7
CCN(c1cccc(C)c1)S(=O)(=O)c1ccc(-c2coc(C)n2)cc1	16%	1%	-9%	?	-9%	-16%	-7%	0%	-3
CCOc1ccc(NC(=O)c2cc(=O)c3cc(CC)ccc3o2)cc1	28%	-11%	-5%	?	1%	/	-16%	?	-2
Cc1csc2c(N3CCN(S(=O)(=O)c4ccc(Cl)cc4)CC3)ncnc12	-12%	-5%	7%	-10%	-14%	-7%	-1%	31%	-24
COC(=O)/C(=C\c1cc(OC)c(OC)c(OC)c1)c1nc2ccccc2[nH]1	120%[activator]	-3%	-10%	-17%	-21%	4%	-6%	-2%	-19
COc1ccc(N2CCN(S(=O)(=O)c3cc4c(cc3C)NC(=O)CO4)CC2)cc1	30%	i	-5%	3%	1%	-3%	-11%	-2%	-3
O=S(=O)(Nc1cccc(Cl)c1)c1ccc2[nH]c3c(c2c1)CCCCCC3	11%	i	34%[activator]	-17%	-17%[60.1 µM]	/	-2%	-1%	-25
CCCn1c(SCC(=O)N2CCN(C(=O)c3ccco3)CC2)nc2ccccc2c1=O	-14%	-7%	-6%	-2%	3%	8%	-2%	0%	-2
CCN(CC)CCOC(=O)c1cccc(Cl)c1	11%	9%	-11%	-18%	-4%	1%	-1%	0%	-24
O=C(COC(=O)c1ccc(Br)c(S(=O)(=O)N2CCOCC2)c1)NCC1CCCO1 (stereo not drawn)	12%	-3%	-10%	-1%	1%	-1%	-4%	25%	-8
